TRPV1 ag: activates the human vanilloid receptor TRPV1; Q8NER1; TRPV1-expressing cells, Fluo-8 calcium influx, agonist mode; activation, % at 8.33 µM; 320,000 tested, 0.19% active; in the data active = activation above about 80%; inconclusive = between about 30% and that limit; note: 0% is about no effect
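Cells expressing TRPV1 were dye-loaded with Fluo-8 and read kinetically: 10 s baseline, 3 min after compound (agonist portion), then 2 min after EC20 capsaicin (allosteric enhancer portion). Calcium-bound dye fluorescence at 480/520 nm.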
p53 reactivation: mutant p53 re-activation in reporter cells; H1299 p53-A138V BP100-luciferase reporter, luminescence, 24 h; Potency, µM (titrated, usually from 92.2 µM), without a hit: top-dose activity change, positive = activation, usual class: activators; 320,000 tested, 0.063% active; AID 504706; note: potency is the fitted concentration of half-maximal effect; % of control where 0% means no effect; nearly all actives have a fitted effect of over 45% in size
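H1299 (p53-null), stable ts p53-A138V + BP100-Luc; 1000 cells/well, Opti-MEM/10% FBS; cpd 4 pt, 1:5; 24 h, 37 deg C, 5% CO2; detection reagent 10 min RT; luminescence.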
VP16 counter: inhibits Gal4-VP16 luciferase reporter, ROR gamma counter-screen. Drosophila S2 Gal4-VP16 UAS-luciferase, luminescence, 20 h. Potency, µM (doses to about 53.6 µM), for inactives: at the highest dose activity, negative = inhibition, usual class: inhibitors. 310,000 tested, 3.5% active. AID 2546;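 note: Gal4-VP16 expression switched on by copper sulfate through the metallothionein promoter; potency is the fitted concentration of half-maximal effect; % is set by controls: 0 for no effect and ±100 for the full control effect; nearly all actives have a fitted effect of over 50% in size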
Tb PFK block: blocks T. brucei phosphofructokinase. O15648. T. brucei PFK, ADP-Glo luminescence. Potency, µM (top dose mostly 57.5 µM), without a hit: top-dose activity, negative = inhibition, usual class: inhibitors. 330,000 tested, 0.17% active. AID 485367;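 note: potency is the fitted concentration of half-maximal effect; 0% = uninhibited 1x PFK enzyme wells and -100% = no-enzyme wells; nearly all actives have a fitted effect of over 60% in size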
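ADP-Glo luminescence quantified ADP after 45 min at room temperature, with 1.25 nM T. brucei PFK, 0.1 mM ATP and 0.5 mM fructose-6-phosphate in pH 8.0 TEA buffer. qHTS titrations up to 57 µM; curves classified by quality.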
RORgamma inh: inhibitors of mouse ROR gamma transcriptional activity; P51450; Drosophila S2 Gal4-RORgamma UAS-luciferase reporter, 20 h; Potency, µM (top dose mostly 53.6 µM), inactives show top-dose activity change, negative = inhibition, hits mostly inhibitors; 310,000 tested, 5.4% active; AID 2551; note: potency is the fitted concentration of half-maximal effect; % is set by controls: 0 for no effect and ±100 for the full control effect; nearly all actives have a fitted effect of over 60% in size
Target sequence (P51450 whole entry, looked up, the tested form may be a part): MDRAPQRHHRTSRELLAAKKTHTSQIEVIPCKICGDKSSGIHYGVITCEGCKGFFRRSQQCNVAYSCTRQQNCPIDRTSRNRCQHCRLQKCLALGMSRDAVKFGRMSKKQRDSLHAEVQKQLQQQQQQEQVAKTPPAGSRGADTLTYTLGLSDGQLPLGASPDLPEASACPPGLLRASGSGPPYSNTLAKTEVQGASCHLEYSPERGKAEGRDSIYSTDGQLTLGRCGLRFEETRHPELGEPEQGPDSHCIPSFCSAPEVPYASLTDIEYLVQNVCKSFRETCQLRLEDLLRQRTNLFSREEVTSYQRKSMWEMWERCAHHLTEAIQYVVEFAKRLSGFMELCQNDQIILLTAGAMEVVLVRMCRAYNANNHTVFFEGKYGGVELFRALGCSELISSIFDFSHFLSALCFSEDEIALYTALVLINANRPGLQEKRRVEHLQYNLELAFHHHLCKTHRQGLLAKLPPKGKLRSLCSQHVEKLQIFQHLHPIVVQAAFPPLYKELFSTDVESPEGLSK
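Luciferase reporter read in Schneider cells carrying Gal4-RORγ (mouse) and UAS-Photinus luciferase; cells given compound 1 h before 700 uM copper sulfate induction, then incubated 20 h at ambient temperature.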
Rab9 promoter act: activators of Rab9 promoter | Huh7 Rab9 promoter-luciferase reporter, luminescence, 24 h | Potency, µM (series often up to 9.22 µM), without a hit: top-dose activation, negative = inhibition, actives largely listed as activators | 320,000 tested, 2.8% active | AID 485297; note: potency is the fitted concentration of half-maximal effect; % of control where 0% means no effect; nearly all actives have a fitted effect of over 60% in size
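Steps: seed 1500 Huh7 Rab9-luc cells per well, rest 2 h at 37 °C; add compound in DMSO; incubate 24 h; add luciferase reagent, 10 min ambient; read luminescence.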
BRCA1 expr act: increases BRCA1 expression; Potency, µM (top dose mostly 46.1 µM), without a hit: top-dose activation, hits mostly activators; 380,000 tested, 1.1% active; MCF7-BRCA1-FFLuc reporter, luminescence, 48 h; response scale: scaled: vehicle 0%, 10 µM genistein 100%; note: potency is the fitted concentration of half-maximal effect; nearly all actives have a fitted effect of over 80% in size; some results filed as inactive show a strong effect at the top dose
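MCF7-BRCA1-FFLuc cells, 2000/well in phenol-red-free MEM, attached 2 h then treated 48 h at 37 C. Luciferase luminescence read 15 min after reagent; normalized to genistein maximum activation (10microM) and DMSO, concentration-response fitted.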
ELG1 DNA repair: inhibitors of ELG1-dependent DNA repair in HEK293T cells | AID 504467 | 330,000 tested, 2.3% active | HEK293T ELG1-luciferase reporter, luminescence, 16 h; DNA damage induced by 5-fluorouridine | Potency, µM (titrated, usually from 46.1 µM), without a hit: at the top dose activity change, negative = inhibition, actives largely listed as inhibitors; note: potency is the fitted concentration of half-maximal effect; % is set by controls: 0 for no effect and ±100 for the full control effect; nearly all actives have a fitted effect of over 55% in size
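Cells (2,000 per well) received 5-fluorouridine plus test compound or DMSO and were incubated 16 hr at 37 °C, 5% CO2. Luciferase activity was read by luminescence 30 min after ONE-Glo addition; signal suppression marked inhibition of damage-induced ELG1 function.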
NPC1 promoter act: NPC1 promoter activation. AID 485313. Huh7 NPC1 promoter luciferase reporter, 24 h. Potency, µM (titrated, usually from 9.22 µM), for inactives: top-dose activation, most hits filed as activators. 320,000 tested, 2.4% active;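 note: potency is the fitted concentration of half-maximal effect; % of control where 0% means no effect; nearly all actives have a fitted effect of over 60% in size; reporter is driven by a mutant NPC1 promoter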
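Huh7 reporter cells (NPC1 promoter driving luciferase) are dosed with compound for 24 h at 37 °C, 5% CO2; luciferase detection reagent is then added and luminescence measured after 10 min at ambient temperature.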
ELG1 genotoxic: inducers of genotoxicity in HEK293T ELG1-luciferase cells; HEK293T ELG1-luciferase reporter, luminescence, 16 h; Potency, µM (doses to about 46 µM), for inactives: top-dose activity change, positive = activation, most hits filed as activators; 330,000 tested, 1.3% active; AID 504466; note: potency is the fitted concentration of half-maximal effect; % of control where 0% means no effect; nearly all actives have a fitted effect of over 60% in size
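DMSO vehicle served as control against compound-treated ELG1-luciferase HEK293T cells; exposure lasted 16 hr at 37 °C and 5% CO2, followed by ONE-Glo luminescence detection after 30 min.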
FLuc modulator: inhibits or activates purified firefly luciferase, miR-21 counter-screen | 360,000 tested, 6.9% active | Potency, µM (top dose mostly 57.5 µM), without a hit: top-dose activity change, negative = inhibition, hits mostly inhibitors | AID 588342 | purified FLuc, Km substrates, luminescence inhibition;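 note: potency is the fitted concentration of half-maximal effect; plate controls were vehicle for no effect and reference inhibitor for full effect; nearly all actives have a fitted effect of over 55% in size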
Target sequence (P08659 whole entry, looked up): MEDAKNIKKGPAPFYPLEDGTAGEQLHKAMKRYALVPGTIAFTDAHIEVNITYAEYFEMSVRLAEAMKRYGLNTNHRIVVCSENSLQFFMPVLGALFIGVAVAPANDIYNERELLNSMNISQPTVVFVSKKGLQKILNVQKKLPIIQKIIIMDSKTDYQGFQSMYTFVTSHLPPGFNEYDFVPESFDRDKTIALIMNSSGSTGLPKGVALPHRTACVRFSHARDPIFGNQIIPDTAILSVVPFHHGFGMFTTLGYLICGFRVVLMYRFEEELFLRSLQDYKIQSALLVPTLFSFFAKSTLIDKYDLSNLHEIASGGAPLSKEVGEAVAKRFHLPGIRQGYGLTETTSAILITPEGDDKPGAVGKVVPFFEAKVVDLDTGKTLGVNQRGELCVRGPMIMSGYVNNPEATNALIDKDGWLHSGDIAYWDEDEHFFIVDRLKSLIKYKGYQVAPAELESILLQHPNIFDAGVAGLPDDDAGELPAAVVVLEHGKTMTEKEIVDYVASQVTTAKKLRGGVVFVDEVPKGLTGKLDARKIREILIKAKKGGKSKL
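Biochemical qHTS of compounds, final roughly 60 µM downward over six points, against 10 nM purified firefly luciferase using Km concentrations of substrates (10 uM D-luciferin, 10 uM ATP) in Tris acetate pH 7.5 buffer; luminescence output.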
The depositor's hits bear a star; u = inconclusive; x = no result given; [ ] = remark or other dose. Unless noted, calls come from the whole dose curve; as a rule, active = well fitted curve in the direction sought with a large enough effect; inconclusive = small, poorly fitted or top-dose-only effect, or another doubt; inactive = no such curve, though single readings can be large; an effect the other way counts as inactive or inconclusive.

| mol | TRPV1 ag | p53 reactivation | VP16 counter | Tb PFK block | RORgamma inh | Rab9 promoter act | BRCA1 expr act | ELG1 DNA repair | NPC1 promoter act | ELG1 genotoxic | FLuc modulator |
| --- | --- | --- | --- | --- | --- | --- | --- | --- | --- | --- | --- |
| CCN(CC)CCNC(=O)c1ccc(-n2c(C)cc3c2CCCC3=O)cc1 | 1 | -2% | -3% | -3% | -2% | -2% | -30% | u | -4% | 17% | -1% |
| CC1=NN(C(C#N)c2ccc(F)cc2)C(C)(C)C1 (centres undefined) | -1 | 1% | -6% | 3% | 0% | 1% | 7% | 2% | -4% | -1% | -1% |
| CCc1ccccc1N1C(=O)C2C3C=CC(CC3)C2C1=O (centres undefined) | -2 | -3% | 0% | 1% | -12% | -11% | -25% | -11% | -2% | -5% | -3% |
| CC1Cc2cc(S(=O)(=O)NCCC(=O)N(C)Cc3ccccc3)ccc2N1C(=O)C1CC1 (centres undefined) | 1 | -2% | -3% | -3% | -1% | 0% | -20% | u | -5% | -1%[9.26 µM] | 0% |
| Cc1nc(SCC(=O)Nc2ccccc2C(F)(F)F)c(C#N)c(C)c1CC(=O)c1ccc(Br)cc1 | 6 | 0% | -7% | 2% | 26% | -8% | x | u | -3% | 13% | 10% |
| COc1ccccc1/C(C)=N/NC(=O)c1nnn(-c2nonc2N)c1C(C)C | u | -12% | -29% | 1% | 7.1µM* | -3% | 8% | -26% | -3% | -4% | 2% |
| CN1CCN(C(=O)/C(=C\c2cccs2)NC(=O)c2cccs2)CC1 | -4 | 4% | 0% | 3% | 3% | -1% | -10% | -3% | -2% | 3% | -1% |
| Cc1ccc(C(=O)Nc2cccc(C(=O)N3CCN(C)CC3)c2)cc1 | -11 | 19% | -30% | 4% | -33% | 4.5µM* | u | u | 3.2µM* | u | 9.5µM* |
| CC12CN3CC(C)(CN(C1)C3c1ccc3c(c1)OCO3)C2 (centres undefined) | -2 | -1% | 2% | -1% | 15% | -2% | -15% | 2% | -1% | 3% | 1% |
| CC1CCN(S(=O)(=O)c2ccc(S(=O)(=O)NCC3COCCO3)cc2)CC1 (centres undefined) | -2 | 7% | -5% | 0% | 1% | 0% | 11% | -1% | 1% | 2% | 1% |
| O=C(COc1ccccc1Cl)Nc1ccc(CN2CCOCC2)cc1 | 15 | -5% | -13% | -2% | 4% | 0% | 42% | 0% | 2% | -2% | -4% |
| CCc1ccc(NC(=O)C(CC)Sc2nc3cc4c(cc3c(=O)n2Cc2ccco2)OCO4)cc1 (centres undefined) | 29 | -6% | -9% | -8% | 0% | -4% | -22% | 1% | -3% | 8% | 2% |
| O=[N+]([O-])/C(=C\Nc1ccc(F)cc1F)S(=O)(=O)c1ccccc1 | -1 | 0% | 4% | 0% | 1% | 1% | 1% | 8% | 0% | 0% | -6% |
| CCNC(=S)NNC(=O)c1cc(-c2cccc(C)c2)nc2ccccc12 | 22 | u | 8.9µM* | -3% | 3.5µM* | u | 4.5µM* | u | u | 2% | 0.34µM* |
| COc1ccc(CNC(=O)CSc2ncn[nH]2)cc1 | -1 | 14% | 20% | -6% | -14% | -2% | 25% | 4% | 2% | 0% | -3% |
| O=C(COC(=O)c1ccc(S(=O)(=O)N2CCCC2)cc1)Nc1cccnc1Cl | -2 | 0% | 4% | -3% | 5% | -1% | 14% | 7% | -1% | 1% | 0% |
| O=C(CSc1nc2ccccc2c(=O)n1-c1ccccc1)N1CCc2ccccc21 | 2 | -2% | 23% | 0% | u | -1% | -3% | u | 1% | u | -3% |
| S=C1NC2(CCCC2)Nc2ccccc21 | 3 | 3% | u | 0% | 0.35µM* | 1% | -6% | -5% | -1% | 1% | -1% |
| COc1ccc(-c2csc3nc(-c4ccccc4F)oc(=O)c23)cc1 | x | 11% | -12% | 0% | 2% | 7% | 25% | u | 20% | 13% | u |
| COc1ccc(CCNC(=O)COC(=O)c2ccc[nH]c2=O)cc1 | 0 | 3% | 8% | -2% | 14% | 2% | 8% | 6% | 0% | 0% | 1% |
| Cn1c(COc2ccccc2)nnc1SCC(=O)NC1CCCC1 | -1 | 0% | -12% | -11% | -3% | -3% | 4% | u | -3% | -6% | 1% |
| COC(=O)NC1CCS(=O)(=O)C1 (centres undefined) | 1 | 5% | -6% | -2% | -44% | -2% | 1% | 15% | 0% | 1% | 1% |
| COc1ccccc1C(=O)NC(=O)COC(=O)c1cccc(NC(C)=O)c1 | -2 | -4% | -8% | 4% | -5% | 9% | -5% | 1% | -6% | 4% | u |
| CCOc1cc(-c2nc3ccccn3c2NCC2CCCO2)ccc1O (centres undefined) | 3 | -1% | u | 5% | 13% | 0% | 1%[1.84 µM] | u | 1% | -13% | -1% |
| CCOC(=O)c1c(C)nn(-c2ccc(NC(=O)CSCC(=O)O)cc2)c1C | 0 | -4% | 6% | 0% | 0% | -5% | -2% | 1% | -2% | -4% | -3% |
| Cc1ccc(SC(C)C(=O)Nc2ccccc2-c2ccccc2)cc1 (centres undefined) | 24 | 5% | -18% | 3% | 2% | -1% | -48% | 4% | 1% | 0% | 3% |
| Cc1noc(C)c1C(=O)NC(C)C1CCCO1 (centres undefined) | 1 | 2% | -3% | -10% | -16% | 1% | 9% | 9% | -2% | -1% | 1% |
| C=CCn1c(SC(C)C(=O)NCCC2=CCCCC2)nc2ccccc2c1=O (centres undefined) | u | -3% | 25% | 2% | 2% | -2% | -31% | -12% | -2% | 0% | 2% |
| CCOc1ccc(C(=O)c2cccs2)cc1 | 20 | u | 14% | -2% | u | u | u | u | u | u | 17µM* |
| COc1ccccc1CNC(=O)C1CC(c2ccccc2C(F)(F)F)=NO1 (centres undefined) | -4 | -3% | 13% | 3% | 28% | -4% | 3% | 12% | -2% | 2% | 6% |
| O=C1CCN(CCc2ccccc2)CCN1[C@H](CO)c1ccccc1 | -1 | 6% | 2% | 2% | 8% | -7% | -4% | 11% | -3% | 0% | -2% |
| COc1ccc(CNC(=O)C(=O)NCC2OCCN2S(=O)(=O)c2ccc(OC)c(OC)c2)cc1 (centres undefined) | -2 | -7% | -17% | -6% | 6% | 1% | -11% | -3% | 0% | -3% | -3% |
| O=C(NNC(=O)c1cc2cc(Br)ccc2oc1=O)c1ccc(O)cc1 | 2 | 4% | -10% | 3% | -30% | -2% | -36% | 0% | -4% | -1% | -17% |
| CS(=O)(=O)Nc1ccc(C2=NN(C(=O)c3ccco3)C(c3ccco3)C2)cc1 (centres undefined) | 3 | -12% | 21% | 1% | 0% | -2% | -62% | u | 0% | 3% | u |
| Cn1c(CNS(=O)(=O)c2ccc(F)cc2)n[nH]c1=S | -3 | -2% | -7% | -1% | -24% | 0% | -1% | 9% | 8% | 0% | 0% |
| COc1ccc(S(=O)(=O)c2c(O)cc(C)c(NS(=O)(=O)c3ccccc3)c2C)cc1 | 0 | -5% | -5% | 2% | 25% | -2% | -65% | -4% | 0% | -12% | 0% |
| Clc1cccc(Cl)c1CSc1nnc(/C=C/c2ccccc2)o1 | 0 | 2% | 16% | 5% | -15% | 0% | 15% | u | 1% | 1% | -13% |

Arranged by length of the SMILES (low to high): seven of the compounds above
| mol | TRPV1 ag | p53 reactivation | VP16 counter | Tb PFK block | RORgamma inh | Rab9 promoter act | BRCA1 expr act | ELG1 DNA repair | NPC1 promoter act | ELG1 genotoxic | FLuc modulator |
| --- | --- | --- | --- | --- | --- | --- | --- | --- | --- | --- | --- |
| Clc1cccc(Cl)c1CSc1nnc(/C=C/c2ccccc2)o1 | 0 | 2% | 16% | 5% | -15% | 0% | 15% | u | 1% | 1% | -13% |
| O=C1CCN(CCc2ccccc2)CCN1[C@H](CO)c1ccccc1 | -1 | 6% | 2% | 2% | 8% | -7% | -4% | 11% | -3% | 0% | -2% |
| COc1ccccc1CNC(=O)C1CC(c2ccccc2C(F)(F)F)=NO1 (centres undefined) | -4 | -3% | 13% | 3% | 28% | -4% | 3% | 12% | -2% | 2% | 6% |
| C=CCn1c(SC(C)C(=O)NCCC2=CCCCC2)nc2ccccc2c1=O (centres undefined) | u | -3% | 25% | 2% | 2% | -2% | -31% | -12% | -2% | 0% | 2% |
| CS(=O)(=O)Nc1ccc(C2=NN(C(=O)c3ccco3)C(c3ccco3)C2)cc1 (centres undefined) | 3 | -12% | 21% | 1% | 0% | -2% | -62% | u | 0% | 3% | u |
| COc1ccc(S(=O)(=O)c2c(O)cc(C)c(NS(=O)(=O)c3ccccc3)c2C)cc1 | 0 | -5% | -5% | 2% | 25% | -2% | -65% | -4% | 0% | -12% | 0% |
| COc1ccc(CNC(=O)C(=O)NCC2OCCN2S(=O)(=O)c2ccc(OC)c(OC)c2)cc1 (centres undefined) | -2 | -7% | -17% | -6% | 6% | 1% | -11% | -3% | 0% | -3% | -3% |
